Compound activity deposited in PubChem by NCI.
All columns: NCI-60 one-dose screen, growth in % after 48 h at 10 µM unless noted; 100 = growth as untreated, 0 = no growth, -100 = all killed.
BT-549 – BT-549 breast cancer; 78,000 tested, 4.4% active
LOX IMVI – LOX IMVI melanoma | 79,000 tested, 7.4% active
MCF7 – MCF7 breast cancer; 82,000 tested, 6.3% active
HS 578T – HS 578T breast cancer. 78,000 tested, 4.1% active. AID 1794788
MALME-3M – MALME-3M melanoma. 78,000 tested, 5.8% active. AID 1794766
MDA-MB-231 – MDA-MB-231 breast cancer; AID 1794789; 81,000 tested, 5% active
SK-MEL-2 – SK-MEL-2 melanoma | AID 1794763 | 77,000 tested, 4.7% active
T-47D – T-47D breast cancer; 79,000 tested, 5% active; AID 1794792
An asterisk follows results filed as active; x = not tested or not shown; & = joins results of further samples. Rule for the calls: active = growth percent below 10; inactive = the rest.

mol | BT-549 | LOX IMVI | MCF7 | HS 578T | MALME-3M | MDA-MB-231 | SK-MEL-2 | T-47D
Oc1c(CN2CCC(N3CCOCC3)CC2)cc(Cc2cc(CN3CCC(N4CCOCC4)CC3)c(O)c3ncccc23)c2cccnc12 | 34 | 1.0* | 5.1* | 59 | 56 | 8.6* | 54 | 22
CN=C(N)N/N=C(\C)c1ccc2c(c1)Cc1cc(/C(C)=N/NC(N)=NC)ccc1-2 | 50 | -49* | -38* | -8.3* | -66* | -34* | -61* | -26*
CN1C(=O)N(C)[C@H]2NC(NN)=N[C@H]21 | 101 | 98 | 98 | 95 | 94 | 102 | 108 | 92
N#Cc1c(-c2ccc(Cl)cc2)cc(-c2cc3ccccc3o2)nc1SCC(=O)c1ccccc1 | 112 | 90 | 76 | 116 | 114 | 90 | 81 | 71
Clc1ccc2c(c1)N(c1ncnc3ccc(-c4cnc5[nH]ncc5c4)cc13)CC2 | 23 | 18 | 18 | -17* | 40 | 27 | 48 | 0.5*
O=[N+]([O-])c1cc(CCl)ccc1OCCBr | x | 95 | 90 | 108 | 107 | 108 | 106 | 88
CCCC(=O)Oc1nc2[nH]c(=O)sc2c(C)c1CCC | 113&97 | 104&90 | 100&86 | 102&88 | 115&99 | 101&111 | 111&101 | 100&94
CC1CCCc2c1nc1nc(=S)n(-c3ccccc3)c(N)c1c2-c1ccc(Cl)cc1 (stereo unspecified) | 106 | 87 | 92 | 92 | 114 | 99 | 89 | 50
CCCCCCOC(=O)c1ccc([N+](=O)[O-])cc1 | 108 | 105 | 111 | 107 | 116 | 109 | 108 | 111
CCCN(CCC)c1ccc(NC(=O)c2cc(OC)c(OC)c(OC)c2)cc1 | 100 | 88 | 95 | 86 | 97 | 95 | 88 | 89
NS(=O)(=O)c1ccc(-n2ncc3c(SCCN4CCOCC4)ncnc32)cc1 | 114 | 89 | 108 | 92 | 84 | 96 | 92 | 91
Oc1ccc[nH]c1=S | 111 | 85 | 94 | 101 | 101 | 98 | 96 | 103
Cn1cc(-c2csc(-c3ccc4ccccc4c3)n2)c2cc(Br)cnc21 | 92 | 91 | 63 | 105 | 122 | 96 | 99 | 77
Nc1ccc(C(=O)C[n+]2ccccc2)cc1 | 108 | 97 | 98 | 107 | 108 | 104 | 96 | 105
Cc1cc(C)c2c(N)nn(C(=O)c3ccc(Cl)cc3)c2n1 | 100 | 102 | 93 | 106 | x | 108 | x | 105
Nc1nc(N)c2cc(S(=O)(=O)c3ccccc3)ccc2n1 | 55&81 | 19&31 | 30&40 | 73&66 | 29&58 | 52&49 | 126&80 | 59&73

Reformatted as labelled records: entries from further up.
NS(=O)(=O)c1ccc(-n2ncc3c(SCCN4CCOCC4)ncnc32)cc1
  BT-549: 114
  LOX IMVI: 89
  MCF7: 108
  HS 578T: 92
  MALME-3M: 84
  MDA-MB-231: 96
  SK-MEL-2: 92
  T-47D: 91

Cc1cc(C)c2c(N)nn(C(=O)c3ccc(Cl)cc3)c2n1
  BT-549: 100
  LOX IMVI: 102
  MCF7: 93
  HS 578T: 106
  MALME-3M: x
  MDA-MB-231: 108
  SK-MEL-2: x
  T-47D: 105

The listing continues:
mol | BT-549 | LOX IMVI | MCF7 | HS 578T | MALME-3M | MDA-MB-231 | SK-MEL-2 | T-47D
O=C(NCc1ccco1)c1ccc(C(=O)NCc2ccco2)cc1 | 100&110 | 97&99 | 97&100 | 116&107 | 99&102 | 102&102 | 112&92 | 99&87
O=c1c2ccccc2ncn1CCOc1ccc(-c2ccccc2)cc1 | 102 | 94 | 89 | 81 | 94 | 111 | 110 | 95
COc1ccc(C2OC3=C(Nc4cc(C)c(C)cc4N3)C2=O)cc1 (stereo unspecified) | 113 | 98 | 100 | 94 | x | 97 | 123 | 91
COc1ccc(/C=C2\CCC3C(CCCC34OCCO4)C2=O)cc1 (stereo unspecified) | 88 | 81 | 71 | 106 | 70 | 96 | 88 | 75
O=C(CCCCCCNC(=O)C(O)(O)C(F)(F)F)Nc1ncc(-c2ccc(Br)cc2)s1 | -20* | -90* | 6.6* | 17 | 20 | 20 | -27* | 3.9*
CC[N+](CC)(CC)CCN1C(=O)CCC2(C)C1=CCC1C2CCC2(C)C1CCC2(C)O (stereo unspecified) | 110 | 99 | 104 | 109 | 104 | 110 | 110 | 95
COc1ccc(S(=O)(=O)NCCNc2nccc(-c3c(-c4cccc(O)c4)nc4sccn34)n2)cc1 | 106 | 98 | 94 | 112 | 108 | 95 | 103 | 94
S=C(S)Nc1ccc(Cc2ccc(NC(=S)S)cc2)cc1 | 101 | 94 | 88 | 99 | 100 | 89 | 101 | 87

Grouped by structure: the compounds so far with two or more sulfur atoms (3)
mol | BT-549 | LOX IMVI | MCF7 | HS 578T | MALME-3M | MDA-MB-231 | SK-MEL-2 | T-47D
NS(=O)(=O)c1ccc(-n2ncc3c(SCCN4CCOCC4)ncnc32)cc1 | 114 | 89 | 108 | 92 | 84 | 96 | 92 | 91
COc1ccc(S(=O)(=O)NCCNc2nccc(-c3c(-c4cccc(O)c4)nc4sccn34)n2)cc1 | 106 | 98 | 94 | 112 | 108 | 95 | 103 | 94
S=C(S)Nc1ccc(Cc2ccc(NC(=S)S)cc2)cc1 | 101 | 94 | 88 | 99 | 100 | 89 | 101 | 87

Next compounds follow:
mol | BT-549 | LOX IMVI | MCF7 | HS 578T | MALME-3M | MDA-MB-231 | SK-MEL-2 | T-47D
NNC(=O)CSc1nc2ccccc2[nH]1 | 111 | 94 | 97 | 97 | 91 | 94 | 110 | 90
COc1ccc(NC(=S)NNC(=O)COc2ccc(-c3nc4ccccc4[nH]3)cc2OC)cc1 | 111 | 96 | 86 | 99 | 100 | 98 | 110 | 98
S=C(NCc1ccco1)NCc1ccco1 | 106 | 93 | 107 | 100 | 110 | 104 | 103 | 135
CN1CCN(Cc2ccc(NC(=O)c3cncc(C#Cc4[nH]nc5ncncc45)c3)cc2C(F)(F)F)CC1 | 118 | 13 | 46 | 46 | -5.9* | 23 | x | 39
OC1(c2ccccc2)OC(c2ccccc2)(c2ccccc2)c2ccccc21 (stereo unspecified) | 110 | 64 | 94 | 104 | 109 | 74 | 91 | 78
CC(C)OC(=O)Nc1cccc(Cl)c1Cl | 102 | 108 | 95 | 118 | 110 | 109 | 118 | 97
N#Cc1cccc(C2C3=C(COC3=O)N(CCO)c3cc4c(cc32)CCC4)c1 (stereo unspecified) | 33 | 19 | 23 | 28 | 48 | 32 | 25 | 69
CC(=O)Nn1cc(C(=O)c2ccccc2O)cc(-c2ccccc2)c1=O | 92 | 110 | 98 | 102 | 104 | 107 | 117 | 92
Clc1ccc2c(NCCCNc3nc(-n4ccnc4)nc4ccccc34)ccnc2c1 | 83 | 82 | 77 | 85 | 102 | 83 | 103 | 70
COc1ccc2c(c1)OC1=C(C(=O)OC1)C2c1cc(OC)c2c(c1)OCO2 (stereo unspecified) | 26 | 17 | 15 | 15 | 51 | 9.1* | 43 | 52
Cc1[nH]nc(-c2ccc(OCc3ccc(F)cc3)cc2O)c1Oc1ccccc1 | 102 | 85 | 77 | 104 | 94 | 95 | 80 | 73
C[n+]1ccc2[nH]c3ccccc3c2c1 | 103 | 90 | 101 | 95 | 94 | 103 | 115 | 106
COc1cc(C2CC(c3ccccc3)=NN2C=O)ccc1Oc1nc2c(c(=O)n(C)c(=O)n2C)n1C (stereo unspecified) | 96 | 55 | 72 | 76 | 78 | 72 | 101 | 70
COc1ccccc1/C=c1\sc2ncnn2c1=O | 105 | 95 | 83 | 101 | 103 | 109 | 100 | 110
COc1ccc(/C=C/C(=O)c2ccc(OC)c(S(N)(=O)=O)c2)c(C(F)(F)F)c1 | -79* | -93* | 8.4* | 49 | 18 | 5.5* | 61 | 29
CC(=O)Nc1nc(Cl)c([N+](=O)[O-])c(SCc2ccccc2)n1 | 126 | 95 | 99 | 100 | 103 | 110 | 110 | 105
O=C(c1cc(-c2ccc(F)cc2F)ccc1O)N1CCN(c2ccc(Br)cc2)CC1 | 78 | 97 | 60 | 96 | 93 | 94 | 81 | 54
COc1ccc2[nH]c(O)c(N=NC(=O)c3ccc4nc(-c5ccc(Cl)cc5)[nH]c4c3)c2c1 | 35 | 25 | 24 | 38 | 33 | 24 | 109 | 14
Cc1cc(C)cc(NC(c2ccc(OC(F)F)c(OCC3CC3)c2)c2nnnn2C2CCCCC2)c1 (stereo unspecified) | 107 | 100 | 85 | 94 | 104 | 85 | 95 | 77
Cc1ccccc1-c1csc(N)n1 | 107 | 103 | 106 | 103 | 95 | 85 | 108 | 97
CCOC(=O)CCC1=C(C)c2cc3cc(C)c(cc4cc(C)c(cc5nc(cc1n2)C(CCC(=O)OCC)=C5C)[nH]4)[nH]3 | 114 | 89 | 92 | 104 | 100 | 85 | 115 | 108
COc1cc(OC)c(C(=O)/C=C/c2cccc(OC(C)=O)c2)cc1CC=C(C)C | 82 | 48 | 45 | 99 | 122 | 78 | x | 52
O=C(Nc1ccc(Cl)cc1)C(=S)N1CCOCC1 | 100 | 97 | 91 | 104 | 97 | 94 | 107 | 96
COc1ccc2nc(SCCC(=O)Nc3cc(OC)c(OC)c(OC)c3)n(-c3ccccc3C(F)(F)F)c(=O)c2c1 | 103 | 99 | 94 | x | 117 | 97 | 113 | 95

The list continues.
Values run as follows: BT-549	LOX IMVI	MCF7	HS 578T	MALME-3M	MDA-MB-231	SK-MEL-2	T-47D
> COc1ccc(C(C#N)C(=O)c2cc(OC)c3c(c2)OCCO3)cc1 (stereo unspecified)
    101	111	103	101	107	128	115	110
> O=C(Nc1ccc(Cl)cc1)c1cc(-c2ccc(F)cc2)c2sc(=O)[nH]c2n1
    -13*	8.5*	4.6*	29	4.0*	5.7*	14	3.8*
> O=C(O)CC1CCc2ccccc21 (stereo unspecified)
    105	112	102	123	112	108	107	106
> COc1ccc(NC(=O)/C(=C/N2C(=O)/C(=C/c3ccc(OC)c(OC)c3)NC2=S)C(C)=O)cc1
    55	59	41	41	x	73	87	19
> CCN(CC)c1ccc(/C=N/NC(=O)C[N+](C)(C)C)cc1
    103	97	97	110	93	119	137	101
> CCOC(=O)c1nc2sc3c(c2c(=O)[nH]1)CCCC3
    109	95	102	119	129	101	165	108
> Cc1cc(C=O)c2c3c(oc2c1)C(=O)c1c(OC2CC(O)[C@@H](O)[C@H](C)O2)cccc1C3=O (stereo partly specified)
    98	66	90	99	41	84	86	88
> Cc1cc(C)n(C(=O)CNC(=O)Cn2c(=O)[nH]c3ccccc3c2=O)n1
    101	98	96	100	98	x	107	108
> CC(C)CSc1nc(N/N=C/c2cc(Cl)ccc2O)c(C#N)c(-c2ccc(F)cc2)n1
    94	99	76	88	101	98	83	95
> CC(C)N=C(N)/N=C(\N)Nc1ccc(Cl)cc1
    78	88	x	105	95	79	122	88
> O=C(O)C(c1ccccc1)C1(O)CCCCCC1 (stereo unspecified)
    x	95	107	111	114	106	133	109
> C(#CC1=CCCCC1)C1=CCCCC1
    106	91	x	104	x	110	108	103
> COc1ccc2nc(-c3ccc(Cl)cc3)cc(-c3nnc(SC/C(=N\O)c4ccccc4)n3-c3ccccc3)c2c1
    91	76	69	93	118	86	90	64
> COC(=O)C1CC(=O)N(C(=O)Nc2ccc(Cl)cc2Cl)C1 (stereo unspecified)
    96	97	88	83	108	95	108	x
> N#Cc1ccc(NC(=O)c2ccc3cccnc3c2O)cc1
    28	22	16	54	42	44	41	27
> CCOC(=O)c1c(CN2CCN(C)CC2)nc2ccc(Cl)cc2c1-c1ccccc1
    58	54	48	61	39	71	80	74
> Cc1nc2ccc(C(=O)NCc3cc(C(=O)O)c(C)o3)cc2nc1C
    96	94	101	97	93	101	102	x
> O=C1CCC(NNC(=O)c2ccc(Cl)cc2)N1 (stereo unspecified)
    120	95	99	101	102	110	110	104
> COc1ccc(-c2nc(SCCCCC(=O)NO)[nH]c(=O)c2C#N)cc1OC
    105	103	101	117	105	103	107	97
> COc1ccc(/C=N/N2C(=O)SC3(C2=O)C(c2ccc(OC)cc2)CN(C)C32C(=O)Nc3ccccc32)cc1 (stereo unspecified)
    99	74	61	99	71	84	103	62
> Cc1cc2c(-c3nc4ccc(Cl)cn4c3N)c(O)c(O)cc2c(O)c1-c1c(C)cc2c(-c3nc4ccc(Cl)cn4c3N)c(O)c(O)cc2c1O
    39	56	66	91	68	89	95	55
> CC(=Nc1ccc(Cl)cc1N)c1c(O)cc(C)oc1=O
    82	96	96	95	110	79	128	103
> Cc1ccc(NC(=O)c2ccc(N3CCN(CCO)CC3)cc2)cc1NC(=O)c1coc2nc(N)nc(N)c12
    106	97	96	101	109	111	100	98
> OC(C(F)(F)F)C(F)(F)Cl (stereo unspecified)
    104	102	103	108	92	116	114	99
> N#Cc1c(-c2ccc(Cl)cc2)nc2c(c(-c3ccccc3)nn2-c2ccccc2)c1-c1ccc(N2CCOCC2)cc1
    99	98	93	110	95	107	102	89
